Source: PubChem (National Center for Advancing Translational Sciences (NCATS))
TrxR1 inh – inhibitors of rat thioredoxin reductase 1. O89049. recombinant rTrxR1, NADPH fluorescence consumption, selenite substrate. Potency, µM (highest dose often 114 µM), inactives show at the top dose activity change, negative = inhibition, usual class: inhibitors. hit rate 1% among 390,000; further: on the % scale 0 is the no-effect control and ±100 the full control effect; nearly all actives have a fitted effect of over 65% in size
Target sequence (O89049 whole entry, looked up): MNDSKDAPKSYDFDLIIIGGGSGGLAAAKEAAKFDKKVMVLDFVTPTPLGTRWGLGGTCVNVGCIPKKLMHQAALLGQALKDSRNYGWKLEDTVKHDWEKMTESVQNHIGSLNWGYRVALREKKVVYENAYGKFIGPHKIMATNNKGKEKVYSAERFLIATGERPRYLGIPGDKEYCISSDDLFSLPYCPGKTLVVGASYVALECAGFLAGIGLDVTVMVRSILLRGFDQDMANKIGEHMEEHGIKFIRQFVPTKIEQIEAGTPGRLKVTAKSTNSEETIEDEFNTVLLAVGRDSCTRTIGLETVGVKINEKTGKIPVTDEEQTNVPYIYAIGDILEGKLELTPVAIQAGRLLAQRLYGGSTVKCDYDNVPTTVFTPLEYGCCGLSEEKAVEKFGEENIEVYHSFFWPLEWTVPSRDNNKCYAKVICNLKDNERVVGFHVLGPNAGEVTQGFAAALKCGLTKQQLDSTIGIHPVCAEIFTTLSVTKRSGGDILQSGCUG
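Rat TrxR1 (90 nM in the dispensed reagent) was pre-reduced with 400 uM NADPH for 5 min at room temperature, then incubated with compound for 15 min. After 400 uM selenite was added, NADPH fluorescence (Ex 340/Em 450 nm) was followed for 8 min.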
JMJD2A Tudor – JMJD2A Tudor domain (human) inhibition | AlphaScreen JMJD2A-Tudor / H3K4me3 peptide binding | hit rate 4.4% among 390,000 | O75164 | AID 504339 | Potency, µM (doses to about 114 µM), for inactives: at the highest dose activity change, negative = inhibition, most hits filed as inhibitors; further: on the % scale 0 is the no-effect control and ±100 the full control effect; nearly all actives have a fitted effect of over 50% in size
RGS4 inhibitor – human RGS4 inhibition. P49798. Transcreener GDP fluorescence polarization, RGS4-accelerated GTP hydrolysis. Potency, µM (top dose mostly 114 µM), without a hit: at the top dose activity change, negative = inhibition, actives largely listed as inhibitors. hit rate 0.039% among 390,000. AID 504845; further: on the % scale 0 is the no-effect control and ±100 the full control effect; nearly all actives have a fitted effect of over 75% in size; some results filed as inactive show a strong effect at the top dose
Target sequence (P49798 whole entry, looked up): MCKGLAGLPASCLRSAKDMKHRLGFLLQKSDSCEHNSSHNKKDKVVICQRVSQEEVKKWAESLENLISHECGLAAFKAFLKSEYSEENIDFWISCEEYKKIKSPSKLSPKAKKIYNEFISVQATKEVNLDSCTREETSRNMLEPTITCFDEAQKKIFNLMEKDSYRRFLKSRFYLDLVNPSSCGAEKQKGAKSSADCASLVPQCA
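MLSMR compounds (23 nl, pin-transferred) preincubated 10 min at room temperature with a 500nM (2x) first reagent, then RGS4 at 900nM (2x) plus Transcreener GDP mix added; fluorescence polarization (620/688 nm) read before and after 90 min at 30 °C.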
Pin1 inh – inhibitors of human Pin1. Pin1 FP peptide displacement, HiFluor488, 10 min. hit rate 0.009% among 390,000. Potency, µM (titrated, usually from 115 µM), without a hit: at the highest dose activity, negative = inhibition, usual class: inhibitors; active means well fitted inhibition curve with a large enough effect in the polarisation, with a control signal flat, not every such curve was filed as active; inconclusive means small, poorly fitted or top-dose-only effect, or effect the other way, or a change in a side signal; inactive means no such curve, though single readings can be large or run the other way; the % refers to the polarisation; further: on the % scale 0 is the no-effect control and ±100 the full control effect
Target sequence (Q13526 whole entry, looked up): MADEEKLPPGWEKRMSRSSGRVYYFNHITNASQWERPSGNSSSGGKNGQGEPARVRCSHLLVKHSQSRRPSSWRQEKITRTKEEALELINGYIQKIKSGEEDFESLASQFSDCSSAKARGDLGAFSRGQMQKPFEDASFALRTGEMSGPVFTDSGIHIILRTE
ALOX12 inh – inhibitors of human 12S-lipoxygenase ALOX12 | purified 12hLO, xylenol orange hydroperoxide absorbance | Potency, µM (titrated, usually from 108 µM), inactives show at the top dose activity change, negative = inhibition, hits mostly inhibitors | hit rate 1.1% among 580,000 | AID 1671190; further: on the % scale 0 is the no-effect control and ±100 the full control effect
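Hydroperoxide product was detected by ferrous iron/xylenol orange as the 573 to 405 nm absorbance ratio. Arachidonic acid at 40 uM (final) was turned over for 30 min at room temperature by 150 nM human 12hLO, pH 7.0 Hepes buffer, after 15 min compound preincubation.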
HP1b chromo inh – inhibitors of HP1-beta chromodomain binding to methylated histone tails. AlphaScreen HP1-beta / biotin-H3K9me3 peptide binding. Potency, µM (highest dose often 114 µM), for the others: at the top dose activity change, negative = inhibition, usual class: inhibitors. hit rate 0.56% among 390,000; further: nearly all actives have a fitted effect of over 70% in size; inactives centre near 23
Target sequence (P83916 whole entry, looked up): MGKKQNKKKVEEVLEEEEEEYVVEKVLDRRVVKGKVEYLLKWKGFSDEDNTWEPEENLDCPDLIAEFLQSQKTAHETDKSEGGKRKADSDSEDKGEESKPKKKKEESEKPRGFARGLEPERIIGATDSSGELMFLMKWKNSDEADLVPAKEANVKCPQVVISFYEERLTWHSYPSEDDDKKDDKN
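AlphaScreen: HP1-beta (50 nM) preformed 30 min with biotin-H3(1-18)K9me3 peptide (50 nM) in PBS pH 7.4, 0.01% Tween-20. Compound added for 30 min at RT, then streptavidin donor/nickel chelate acceptor beads (10 ug/mL) for 30 min.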
GLS inh – blocks human kidney-isoform glutaminase activity; O94925; GLS enzymatic activity, qHTS titration; Potency, µM (titrated, usually from 45.5 µM), for inactives: at the top dose activity change, negative = inhibition, most hits filed as inhibitors; hit rate 0.21% among 410,000; AID 624170; further: on the % scale 0 is the no-effect control and ±100 the full control effect
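Coupled fluorescence readout: glutamate oxidase/HRP/Amplex Red detect glutamate formed by hKGA from L-glutamine (1 mM solution added). Buffer 45 mM KH2PO4 pH 8.2, 0.02% Tween-20; reads at t0 and 30 min RT.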
ERG-DNA inh – inhibitors of human ERG Ets domain-DNA interaction | Potency, µM (series often up to 76.9 µM), inactives show at the top dose FP activity, negative = inhibition, hits mostly inhibitors | AID 624246 | hit rate 0.028% among 370,000 | fluorescence polarization, His-ERG Ets domain / labelled DNA | P11308; active means well fitted inhibition curve with a large enough effect in the polarisation, with a control signal flat; inconclusive means small, poorly fitted or top-dose-only effect, or effect the other way, or a change in a side signal; inactive means no such curve, though single readings can be large or run the other way; the % refers to the polarisation;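 further: polarization taken with two DNA probes labelled with fluorescein and Texas red; % of control where 0% means no effect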
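His-tagged ERG Ets domain (1 uM in the protein solution; 300mM KCl, 50mM Tris-HCl, 1mM EDTA, 1mM DTT, pH 7.5) received compound, then a probe mix of 5 nM fluorescein-DNA and 100nM Texas-615-DNA. Fluorescence polarization was read for both dyes.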
Tb PGK inh – blocks T. brucei phosphoglycerate kinase; PGK/GAPDH coupled, Kinase-Glo luminescence, 60 min; P07378; Potency, µM (titrated, usually from 57.5 µM), for inactives: at the highest dose activity change, negative = inhibition, actives largely listed as inhibitors; hit rate 0.043% among 380,000; further: on the % scale 0 is the no-effect control and ±100 the full control effect; nearly all actives have a fitted effect of over 60% in size
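Recombinant glycosomal PGK reaction used 1,3-bisphosphoglycerate generated in-well by GAPDH (100nM final) in 100mM TEA pH 7.6, 5mM MgCl2, 0.01% Tween-20. After 60 minutes at room temperature, ATP was read by Kinase-Glo Plus luminescence end-point.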
Starred values were filed as active, the others as inactive; i = inactive; ? = inconclusive; & = joins results of further samples; [ ] = dose if it differs, or a comment. Unless noted, the call rests on the fitted dose curve; in most records, active means well fitted curve in the direction sought with a large enough effect; inconclusive means small, poorly fitted or top-dose-only effect, or another doubt; inactive means no such curve, though single readings can be large; an effect the other way counts as inactive or inconclusive. Potency means the concentration at half of the fitted maximal effect. An excerpt; rates above refer to the full screens.

SMILES	TrxR1 inh	JMJD2A Tudor	RGS4 inhibitor	Pin1 inh	ALOX12 inh	HP1b chromo inh	GLS inh	ERG-DNA inh	Tb PGK inh
O=C(NCCCN1CCOCC1)c1ccc(Cl)s1	21%	-7%	-3%	-12%	-8%	9%	4%	4%	2%
CC(C)(C)c1ccc(C(=O)Nc2ccc(NC(=O)C(=O)O)cc2)o1	12%	4%	-7%	0%	-19%	39%	-4%	4%	-4%
CC(C)NC(=O)/C(=C/c1cn(-c2ccccc2)nc1-c1cccc([N+](=O)[O-])c1)NC(=O)c1ccccc1	7%	?	-28%	5%	-19%	4%	-3%	3%	0%
CCCCSc1oc(-c2ccco2)nc1S(=O)(=O)c1ccccc1	18%	23%	7%	15%	?	29%	-4%	7%	-4%
COc1cc2c(cc1OC)CN(c1ccc([N+](=O)[O-])cc1Cl)CC2	-29%	?	-23%	0%	?	-23%	5%	1%	9%
CCOC(=O)C1=C(O)/C(=C/c2ccc(OCC(=O)O)c(OCC)c2)SC1=Nc1ccccc1	-8%[57.1 µM]	-33%	-40%	?	-23%	-6%	14%	9%	i
CCCCCC(=O)Nc1ccc(C(=O)COC(=O)Cn2cnc3c2c(=O)n(C)c(=O)n3C)cc1	?	-3%	36%	1%	-15%	20%	2%	-11%	5%
CCc1ccc(NC(=O)c2sc(-n3nc(C)c(CCC(C)C)c3C)nc2C)cc1	22%	17%	-7%	3%	-20%	66%[activator]	-6%	0%	0%
O=C(NCc1nc2ccccc2n1Cc1ccccc1Cl)c1ccccc1	21%	-12%	-12%	2%	-8%	18%	-8%	1%	i
Cc1cc(C)cc(C(=O)N2CCC3(CC2)NCCc2[nH]cnc23)c1	3%	-3%	16%	1%	2%	14%	0%	3%	-7%
Cc1cccc(-n2cnc3cc([N+](=O)[O-])ccc32)c1	-13%	-21%	-31%	-1%	-17%	-24%	-15%	8%	-7%
CCn1c(CCCNC(=O)c2cccs2)nc2ccccc21	8%[57.1 µM]	4%	-13%	1%	5%	37%	-8%	-13%	-4%
O=C(CO/N=C/c1ccccc1OC(F)F)NC1CCCC1	17%[57.1 µM]	-7%	22%	7%	-26%	40%[activator]	-14%	-3%	10%
CCN(CC)CCOC(=O)c1ccc([N+](=O)[O-])cc1	-7%[57.1 µM]	-6%	-12%	5%	6%	34%	4%	2%	-3%
COC(=O)c1ccc(S(=O)(=O)NCc2ccc(S(N)(=O)=O)cc2)n1C	7%[57.1 µM]	-8%	13%	-2%	264%[activator]	-1%	-4%	-14%	i
COc1ccc(CCNC(=O)COC(=O)/C=C/c2cccs2)cc1OC	-5%[57.1 µM]	4%	20%	-3%	28%	15%	-1%	2%	3%
CCC(C)[C@H](NC(=O)NC(C)C)C(=O)O (some centres undefined)	12%	-2%	-18%	6%	-4%	-4%	2%	-6%	8%
C/C(=N/NC(=O)CSc1nc2ccccc2n1C)c1ccc(O)cc1	-10%	-16%	-23%	9%	17%	38%	24%	-6%	1%
CCN(CC(=O)Nc1ccccc1OC)C(=O)Cn1cnc2ccccc2c1=O	5%[57.1 µM]	-18%	-15%	-1%	-20%	14%	4%	-1%	0%
CN(C(=O)c1cccc(NC(=O)Cc2cccc(NC(=O)C3CCCN(C(=O)C4CC4)C3)c2)c1)C1CC1 (centres undefined)	25%	-19%	7%	7%	0%	20%	1%	14%	-7%
CC(C)C(=O)Nc1ccc(Cl)cc1-c1nc2ccccc2[nH]c1=O	3%	-16%	6%	0%	0%	29%	-18%	14%	-10%
Cc1cc(NC(=O)C(=O)c2cn(C)c3ccccc23)no1	16%[57.1 µM]	-2%	13%	-2%	-4%	16%	20%	-3%	4%
Cc1ccc(NC(=O)COC(=O)C2=NN(c3ccccc3)C(=O)CC2)c(Br)c1	-4%	-10%	-10%	-1%	9%	13%	2%	-2%	i
Cc1c(C(=O)Nc2c(C)n(C)n(-c3ccccc3)c2=O)oc2ccc(Cl)cc12	5%	-1%	-1%	4%	0%&-2%	25%	17%	5%	-2%
COC(=O)CC1=NN(c2nc(C)cc(C)n2)C(=O)C1	17%[57.1 µM]	-3%	6%	0%	-2%	49%[activator]	-19%	5%	2%

Next part.
SMILES	TrxR1 inh	JMJD2A Tudor	RGS4 inhibitor	Pin1 inh	ALOX12 inh	HP1b chromo inh	GLS inh	ERG-DNA inh	Tb PGK inh
COc1ccc(OC)c(S(=O)(=O)N(C)CC(=O)Nc2ccc3c(c2)OCCO3)c1	-2%	-11%	17%	-1%	-14%	32%	10%	-1%	-2%
COC(=O)Nc1ncc(CN2CCC(c3ccccc3)CC2)s1	3%[57.1 µM]	-15%	-42%	1%	-22%	39%	2%	-6%	i
O=C(CSc1nnc(-c2ccccc2F)o1)N1CCNC1=O	2%	-6%	17%	3%	-6%	25%	6%	-5%	5%
Cc1ccc(-c2cccc(NC(=O)C3C(C(=O)O)[C@@H]4C=C[C@H]3C4)c2)o1 (some centres undefined)	?	-25%	?	3%	?	6%	-1%	0%	8%
CC1CN(Cc2ccccc2)c2nc3c(c(=O)n(CC(N)=O)c(=O)n3C)n2C1 (centres undefined)	47%[activator]	-13%	4%	0%	-6%	11%	3%	-4%	-7%
O=c1cc(CSc2ccccc2)nc(-c2ccncc2)[nH]1	9%[57.1 µM]	3%	18%	0%	10%	7%	0%	1%	-1%
CCOc1ccc(C(=O)N2CCc3ccccc32)cc1OCC	-4%[57.1 µM]	-3%	-19%	4%	3%	46%[activator]	-3%	1%	-2%
CCOc1ccccc1-n1nnnc1SCC(=O)NC(=O)Cc1ccccc1	?	-29%	1%	-3%	?	20%	9%	1%	-4%
COc1ccc(C(CNC(=O)c2cccc3cccnc23)N(C)C)cc1 (centres undefined)	16%	-25%	7%	1%	0%	-20%	1%	-10%	-2%
Cc1ccc(-n2nnnc2SCC(=O)NCC2CCCO2)cc1C (centres undefined)	8%	-9%	-4%	5%	2%	32%	13%	-7%	i
Cc1nc2ccc(S(=O)(=O)NC(C(=O)NCc3ccc4c(c3)OCO4)C(C)C)cc2s1 (centres undefined)	5%	-16%	-13%	0%	9%	15%	14%	-3%	2%
O=C(CN1CCCCC1)Nc1nc(-c2ccc(Cl)cc2)cs1	25%	-18%	12%	-2%	0%	24%	0%	-4%	-7%
O=C(N1CCOCC1)N1CCC(NC(=O)C23CC4CC(CC(C4)C2)C3)CC1	22%[57.1 µM]	-2%[57.1 µM]	-7%[11.4 µM]	0%	0%	-1%	-6%	-5%	i
CC(C)(C)c1ccc(C(=O)N2CCN(CCNC(=O)C(=O)NCc3ccccc3)CC2)cc1	-11%	-11%	7%	1%	-7%	13%	2%	-4%	-10%
O=C(NCCc1ccc(F)cc1)c1ccc(NS(=O)(=O)c2ccc3[nH]c(=O)[nH]c3c2)cc1	12%	5%	-1%	-5%	?	30%	4%	-22%	-1%
O=c1ccn([C@@H]2O[C@H](CNCC3=Cc4cc(O)ccc4OC3)[C@@H](O)[C@H]2O)c(=O)[nH]1	?	-16%	-1%	-1%	-27%	15%	29%	-6%	-8%
Clc1ccc2[nH]cc(-c3nnnn3-c3ccccc3)c2c1	6%[57.1 µM]	-8%[57.1 µM]	21%[11.4 µM]	4%	?	15%	-7%	-1%	i
COc1ccccc1NC(=O)C1CCCN(c2ncnc3onc(-c4ccc(F)cc4)c23)C1 (centres undefined)	25%[57.1 µM]	-8%	-12%	-2%	2%	-4%	-1%	2%	-4%
COc1ccc(N2CC(C(=O)OC(C)C(=O)c3ccccc3)CC2=O)cc1 (centres undefined)	17%	2%	7%	-1%	-6%	35%	-9%	-3%	-3%
CCn1c(COc2cccc(C)c2)nnc1SCC(=O)NC1CCCC1	12%[57.1 µM]	?	?	-2%	-15%	0%	-13%	6%	-9%
C[C@H]1CC[C@]2(O[C@@H](CCO)C[C@H](O)[C@H]2O)O1	19%	-7%	-4%	0%	11%	30%	-1%	2%	i
O=C(c1ccccc1)N1N=C(c2ccccc2)CC1c1ccccc1[N+](=O)[O-] (centres undefined)	-17%	-4%	5%	2%	-16%	31%[activator]	2%	7%	-7%
CCOC(=O)c1ccc(NC(=O)C2=C(C)C(=O)OC23CCN(C(C)C)CC3)cc1	4%[57.1 µM]	-17%	17%	-1%	?	19%	7%	-2%	0%
C/C(=N\O)c1ccc2c(c1)CC(C)O2 (centres undefined)	6%	2%	2%	-4%	13%	24%	15%	-15%	0%
CC(=O)NNc1cc(C)nc(NS(=O)(=O)c2ccc(C)cc2)n1	4%	-5%	0%	-1%	18%	24%	0%	2%	-9%
CCOc1ccc2nc(N3C(=O)C(O)=C(C(=O)c4ccco4)C3c3ccco3)sc2c1 (centres undefined)	-23%	40µM*	-15%	10%	?	-17%	?	-7%	i
O=[N+]([O-])c1cccc(N=NN(CCO)c2cccc([N+](=O)[O-])c2)c1	-17%[57.1 µM]	-23%	-7%	3%	?	0%	-3%	-3%	5%

Filtered by structure, the compounds so far with a tert-butyl group (two)
SMILES	TrxR1 inh	JMJD2A Tudor	RGS4 inhibitor	Pin1 inh	ALOX12 inh	HP1b chromo inh	GLS inh	ERG-DNA inh	Tb PGK inh
CC(C)(C)c1ccc(C(=O)Nc2ccc(NC(=O)C(=O)O)cc2)o1	12%	4%	-7%	0%	-19%	39%	-4%	4%	-4%
CC(C)(C)c1ccc(C(=O)N2CCN(CCNC(=O)C(=O)NCc3ccccc3)CC2)cc1	-11%	-11%	7%	1%	-7%	13%	2%	-4%	-10%
